ASM inhibitor = blocks human secretory acid sphingomyelinase; P17405; placental ASM, HMU-PC fluorogenic substrate, 60 min; Potency, µM (titrated, usually from 57.5 µM), for inactives: at the highest dose activity change, negative = inhibition, hits mostly inhibitors; 0.006% of 340,000 active; AID 504937; also: potency is read from the fitted curve at half-maximal effect
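Fluorescence read-out (Ex 386 nm, Em 447 nm) after stopping the reaction at pH 10. Enzyme: ASM from human placenta; substrate HMU-PC0, 9 uM final; 60 min, 37 °C. Compound preincubation 10 min, ambient temperature.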
a7 integrin act = integrin-mediated muscular dystrophy alleviation activation. 0.064% of 350,000 active. alpha7betagal myoblasts, beta-gal FDG fluorescence, 48 h. Potency, µM (series often up to 38.3 µM), inactives show at the highest dose activation, usual class: activators. AID 624291;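 also: potency is read from the fitted curve at half-maximal effect; 100% = response of the positive control SU9516; nearly all actives have a fitted effect of over 60% in size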
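Alpha7betagal+/- myoblasts (passage 13) were plated 16-24 hr, then exposed to compounds (1:260 dilution of DMSO stock) for 48 hours at 37C. After MPER lysis, β-galactosidase reporter activity was read as FDG fluorescence (ex 480/em 540) after 30 minutes.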
Tb PFK block = blocks T. brucei phosphofructokinase | O15648 | T. brucei PFK, ADP-Glo luminescence | Potency, µM (series often up to 57.5 µM), without a hit: at the top dose activity, negative = inhibition, most hits filed as inhibitors | 0.17% of 330,000 active | AID 485367;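 also: potency is read from the fitted curve at half-maximal effect; 0% = uninhibited 1x PFK enzyme wells and -100% = no-enzyme wells; nearly all actives have a fitted effect of over 60% in size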
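ADP-Glo luminescence quantified ADP after 45 min at room temperature, with 1.25 nM T. brucei PFK, 0.1 mM ATP and 0.5 mM fructose-6-phosphate in pH 8.0 TEA buffer. qHTS titrations up to 57 µM; curves classified by quality.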
Chronic BCR inh = inhibitors of chronic active B-cell receptor signaling; AID 493014; 0.05% of 340,000 active; Potency, µM (titrated, usually from 46.1 µM), for the others: top-dose ratio change, negative = lower green/red ratio, most hits filed as inhibitors; ABC-DLBCL IkBa-CBG/CBR reporter, luminescence ratio, 4 h; active = well fitted inhibition curve with a large enough effect in the signal ratio, with a control signal flat, not every such curve was filed as active; inconclusive = small, poorly fitted or top-dose-only effect, or effect the other way, or a change in a side signal; the % refers to the signal ratio;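 also: potency is read from the fitted curve at half-maximal effect; plate controls were basal doxycycline-induced cells for no effect and cells given 10 µM MG132 for full effect; MG132 reads +100%, hits lower the ratio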
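Concentration-response series (up to 46 uM) were applied to TMD8 dual-reporter cells for 4 h at 37C with doxycycline. Green/red ratio, after filter-overlap correction, defined %Activity; red signal alone was normalised to basal cells and zero luminescence.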
TCR act = activators of T cell receptors; primary human leukocytes, anti-CD3, IL-2 HTRF, 48 h; 330,000 tested, under 10 active; Potency, µM (titrated, usually from 9.22 µM), inactives show top-dose activation of IL-2 secretion, most hits filed as activators; also: % of control where 0% means no effect
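1) Mix primary human leukocytes, a-CD3 beads and compound. 2) Incubate 48 hr. 3) Add HTRF IL-2 reagents (a-IL-2-K, a-IL-2-d2).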
Eya2 phos inh = inhibitors of human Eya2 phosphatase activity; O00167; recombinant Eya2, OMFP fluorescence dephosphorylation (OMFP is methylfluorescein phosphate); Potency, µM (doses to about 76.9 µM), for the others: at the highest dose activity, negative = inhibition, usual class: inhibitors; 0.006% of 330,000 active; AID 488837; also: potency is read from the fitted curve at half-maximal effect; % is scaled to controls: 0 for no effect and ±100 for the full control effect
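Eya2 protein (added as 0.2 uM solution) was preincubated with compound for 10 min at ambient temperature in 50 mM HEPES pH 7.5, 50 mM NaCl, 5 uM MgCl2, 0.05% BSA, 1 mM DTT. OMFP (added at 50 uM) then reacted 10 min; fluorescence read at 485/525 nm.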
A-T KAP1 phos = candidate therapy for ataxia-telangiectasia. 0.19% of 320,000 active. AID 485349. […] A-T fibroblasts, KAP-1 phosphorylation AlphaLISA; neocarzinostatin DNA damage 30 min before lysis. Potency, µM (titrated, usually from 57.5 µM), without a hit: at the highest dose activation, usual class: activators; also: potency is read from the fitted curve at half-maximal effect; % of control where 0% means no effect; nearly all actives have a fitted effect of over 45% in size
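hTERT-immortalized A-T patient fibroblasts ([…]), 500 cells/well in OPTI-MEM, 1% FBS, got compounds for 60 min, then NCS for 30 min at 37C. Lysates were then assayed for phospho-KAP-1 by AlphaLISA (anti-pKAP1 donor, anti-KAP1 acceptor beads), 6 hr at 25C.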
TSHR antagonist = human thyrotropin receptor antagonism. AID 504810. 0.2% of 330,000 active. activity change, negative = inhibition, % at 11.5 µM. TSHR-expressing cells, TSH-stimulated cAMP HTRF, 2 h; stronger effect = lower value. P16473;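 active = activity change below a set negative limit, meaning inhibition stronger than a set level, cut at about -70% in these data; inconclusive = activity change between two set negative limits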; also: % is scaled to controls: 0 for no effect and ±100 for the full control effect
Target sequence (P16473 whole entry, looked up): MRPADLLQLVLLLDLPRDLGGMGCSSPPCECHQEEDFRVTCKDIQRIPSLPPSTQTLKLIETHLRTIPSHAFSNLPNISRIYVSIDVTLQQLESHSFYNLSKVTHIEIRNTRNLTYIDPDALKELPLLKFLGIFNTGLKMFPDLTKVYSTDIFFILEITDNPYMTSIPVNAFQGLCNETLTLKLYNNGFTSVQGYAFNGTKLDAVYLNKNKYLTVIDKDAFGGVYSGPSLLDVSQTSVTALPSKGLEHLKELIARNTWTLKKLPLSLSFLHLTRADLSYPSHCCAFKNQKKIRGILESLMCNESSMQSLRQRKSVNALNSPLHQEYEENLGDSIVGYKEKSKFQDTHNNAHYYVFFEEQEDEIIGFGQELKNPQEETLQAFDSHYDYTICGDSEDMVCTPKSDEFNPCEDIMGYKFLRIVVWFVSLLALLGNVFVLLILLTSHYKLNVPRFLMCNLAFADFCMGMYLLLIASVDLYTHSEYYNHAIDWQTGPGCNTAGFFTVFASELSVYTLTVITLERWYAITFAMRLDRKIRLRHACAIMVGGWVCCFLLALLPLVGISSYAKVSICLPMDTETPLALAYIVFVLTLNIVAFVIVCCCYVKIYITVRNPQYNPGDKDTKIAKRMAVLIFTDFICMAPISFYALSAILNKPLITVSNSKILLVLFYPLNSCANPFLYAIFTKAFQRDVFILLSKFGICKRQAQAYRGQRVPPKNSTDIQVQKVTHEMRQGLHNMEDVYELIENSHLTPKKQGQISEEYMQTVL
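TSHR-expressing cells, 200/well, pre-treated with compound, then stimulated with EC80 TSH (4nM final) for 2 hours at 37 deg C. cAMP measured by competitive HTRF: anti-cAMP cryptate antibody in lysis buffer plus cAMP-d2, read after 30 minutes at room temperature.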
ELG1 DNA repair = blocks ELG1-dependent DNA repair in HEK293T cells; HEK293T ELG1-luciferase reporter, luminescence, 16 h; DNA damage induced by 5-fluorouridine; Potency, µM (series often up to 46.1 µM), inactives show at the highest dose activity change, negative = inhibition, most hits filed as inhibitors; 2.3% of 330,000 active; also: potency is read from the fitted curve at half-maximal effect; % is scaled to controls: 0 for no effect and ±100 for the full control effect; nearly all actives have a fitted effect of over 55% in size
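Overnight (16 hr) co-exposure of 2,000 cells/well to 5-fluorouridine and compound at 37 °C preceded detection. Luciferase was quantified via ONE-Glo luminescence; loss of signal denotes inhibition.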
Mito fusion act = blocks mitochondrial division or promotes mitochondrial fusion | S. cerevisiae fusion-defective mutant growth rescue, CellTiterGlo 48 h | Potency, µM (highest dose often 46.1 µM), for inactives: top-dose growth rescue (activation), most hits filed as activators | 0.23% of 320,000 active;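 also: potency is read from the fitted curve at half-maximal effect; % of control where 0% means no effect; nearly all actives have a fitted effect of over 45% in size; temperature-sensitive fusion mutants such as fzo1-1 at 37 °C on non-fermentable ethanol glycerol medium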
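Temperature-sensitive fusion-defective S. cerevisiae (e.g. fzo1-1, mgm1-5) were grown with compound in YPEG medium (3% ethanol, 3% glycerol) for 48 hours at 37C. Growth rescue was measured as viability by CellTiterGlo luminescence after 10 minutes at ambient.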
PTAP TSG101 blk = blocks PTAP/TSG101 interaction to inhibit HIV-1 budding | Q99816 | Fluorescence polarization, FITC-PTAP peptide / Tsg101 binding | Potency, µM (highest dose often 115 µM), for the others: at the highest dose activity change, negative = inhibition, usual class: inhibitors | 340,000 tested, under 10 active; active = well fitted inhibition curve with a large enough effect in the main read-out, with a control signal flat, not every such curve was filed as active; inconclusive = small, poorly fitted or top-dose-only effect, or effect the other way, or a change in a side signal; inactive = no such curve, though single readings can be large or run the other way; also: potency is read from the fitted curve at half-maximal effect; % of control where 0% means no effect
Target sequence (Q99816 whole entry, looked up): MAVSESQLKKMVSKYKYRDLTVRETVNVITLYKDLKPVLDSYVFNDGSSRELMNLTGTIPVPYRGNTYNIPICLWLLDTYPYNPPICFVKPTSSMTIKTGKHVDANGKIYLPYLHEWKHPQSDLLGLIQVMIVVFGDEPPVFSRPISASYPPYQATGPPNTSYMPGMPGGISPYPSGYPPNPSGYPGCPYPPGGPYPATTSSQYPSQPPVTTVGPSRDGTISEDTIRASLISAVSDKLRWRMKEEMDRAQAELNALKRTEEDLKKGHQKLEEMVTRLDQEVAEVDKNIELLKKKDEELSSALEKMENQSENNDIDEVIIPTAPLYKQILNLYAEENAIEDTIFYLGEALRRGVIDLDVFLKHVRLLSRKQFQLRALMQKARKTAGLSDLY
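Fluorescence anisotropy tracks displacement of a FITC-tagged PTAP peptide (50 nM) from the Tsg101 binding domain (10 uM), following a 20 min room-temperature incubation at pH 7.5.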
An asterisk follows results filed as active; [ ] = dose if it differs, or a comment. Unless noted, calls follow the shape of the dose curve; as a rule, active = well fitted curve in the direction sought with a large enough effect; inconclusive = small, poorly fitted or top-dose-only effect, or another doubt; inactive = no such curve, though single readings can be large; an effect the other way counts as inactive or inconclusive.

Results for COC(=O)c1cc(NC(=O)Cc2coc3cc(OC)ccc23)cc(C(=O)OC)c1 ?
ASM inhibitor: inconclusive; a7 integrin act: -1%; Tb PFK block: -2%; Chronic BCR inh: inconclusive; TCR act: -17%; Eya2 phos inh: 2%; A-T KAP1 phos: 21%; TSHR antagonist: 15; ELG1 DNA repair: 16µM*; Mito fusion act: 12%; PTAP TSG101 blk: -7%

How did Cc1ccc(C(=O)CSc2nnc(COc3ccc(C#N)cc3)n2-c2ccccc2)cc1 do in these assays?
ASM inhibitor: 7%; a7 integrin act: -22%; Tb PFK block: -4%; Chronic BCR inh: 7%; TCR act: -1%[46.1 µM]; Eya2 phos inh: 2%; TSHR antagonist: -12; ELG1 DNA repair: 2%; Mito fusion act: 1%; PTAP TSG101 blk: -4%

What do the screens show for `CCCC(=O)c1ccc(N2CCC(C)CC2)c(F)c1`?
ASM inhibitor: -6%; a7 integrin act: -11%; Tb PFK block: -7%; Chronic BCR inh: inconclusive; TCR act: 3%[46.1 µM]; Eya2 phos inh: 2%; A-T KAP1 phos: 8%; TSHR antagonist: 1; ELG1 DNA repair: inconclusive; Mito fusion act: 0%; PTAP TSG101 blk: -9%

What do the screens show for `CCc1ccccc1NC(=O)COc1ccc(N2CC(C(N)=O)CC2=O)cc1` (configuration not stated)?
ASM inhibitor: 2%; a7 integrin act: 3%; Tb PFK block: 1%; Chronic BCR inh: 5%; TCR act: 2%; Eya2 phos inh: -1%; A-T KAP1 phos: -6%; TSHR antagonist: 1; ELG1 DNA repair: 10%; Mito fusion act: 0%; PTAP TSG101 blk: -4%

How did Nn1cc(-c2ccccc2)nc1SCC(=O)Nc1cccc(S(N)(=O)=O)c1 do in these assays?
ASM inhibitor: -3%; a7 integrin act: 3%; Tb PFK block: 3%; Chronic BCR inh: -1%; TCR act: -5%; Eya2 phos inh: 15%; A-T KAP1 phos: 23%; TSHR antagonist: -2; ELG1 DNA repair: 2%; Mito fusion act: 2%; PTAP TSG101 blk: 1%

How did CCOC(=O)C1(Cc2ccccc2)CCCN(Cc2cnn(CC)c2)C1 (configuration not stated) do in these assays?
ASM inhibitor: 1%; a7 integrin act: 19%; Tb PFK block: -7%; Chronic BCR inh: -2%; TCR act: -2%; Eya2 phos inh: -1%; A-T KAP1 phos: 1%; TSHR antagonist: -4; ELG1 DNA repair: 1%; Mito fusion act: -3%; PTAP TSG101 blk: -10%

What do the screens show for `O=C1COc2ccc(S(=O)(=O)NCc3ccccc3)cc2N1`?
ASM inhibitor: -1%; a7 integrin act: inconclusive; Tb PFK block: -4%; Chronic BCR inh: 0%; TCR act: 1%; Eya2 phos inh: 10%; A-T KAP1 phos: 14%; TSHR antagonist: 54; ELG1 DNA repair: 7%; Mito fusion act: -6%; PTAP TSG101 blk: -2%

How did CSc1ccccc1NC(=O)COC(=O)c1ccc(O)cc1 do in these assays?
ASM inhibitor: 5%; a7 integrin act: -46%[inhibitor]; Tb PFK block: -1%; Chronic BCR inh: inconclusive; TCR act: 10%; Eya2 phos inh: 8%; A-T KAP1 phos: 0%; TSHR antagonist: -14; ELG1 DNA repair: 26%; Mito fusion act: -3%; PTAP TSG101 blk: -2%

Results for COC(=O)c1ccc(C)c(NC(=O)CCSc2ccccc2)c1 ?
ASM inhibitor: 3%; a7 integrin act: 20%; Tb PFK block: -4%[0.46 µM]; Chronic BCR inh: 13%; TCR act: 1%; Eya2 phos inh: 20%; A-T KAP1 phos: 10%; TSHR antagonist: 23; ELG1 DNA repair: -9%; Mito fusion act: 9%; PTAP TSG101 blk: 0%

Results for CC(=O)c1cc2c(cc1NC(=O)C1CC=CCC1C(=O)O)OCO2 (configuration not stated) ?
ASM inhibitor: 14%; a7 integrin act: -25%; Tb PFK block: -5%; Chronic BCR inh: -3%; TCR act: -8%; Eya2 phos inh: -18%; A-T KAP1 phos: 0%; TSHR antagonist: 1; ELG1 DNA repair: 0%; Mito fusion act: -6%; PTAP TSG101 blk: 1%

How did CC1CCN(c2nc3c(c(=O)n(C)c(=O)n3C)n2CCSc2nc3ccccc3s2)CC1 do in these assays?
ASM inhibitor: -30%; a7 integrin act: 0%; Tb PFK block: 3%; Chronic BCR inh: 1%; TCR act: 2%; Eya2 phos inh: 41%[15.4 µM]; A-T KAP1 phos: 9%; TSHR antagonist: -21; ELG1 DNA repair: 23µM*; Mito fusion act: 2%; PTAP TSG101 blk: -5%

What do the screens show for `Cc1ccc(S(=O)(=O)N2CCC3(CC2)OCCN3S(=O)(=O)c2cccs2)cc1`?
ASM inhibitor: -1%; a7 integrin act: -45%[inhibitor]; Tb PFK block: 3%; Chronic BCR inh: -8%; Eya2 phos inh: 15%; A-T KAP1 phos: 13%; TSHR antagonist: -6; ELG1 DNA repair: -11%; Mito fusion act: 6%; PTAP TSG101 blk: -5%

How did CCOc1c2ccc(C(=O)NCCc3ccc(C)cc3)cc2nn1CC do in these assays?
ASM inhibitor: 21%; a7 integrin act: -6%; Tb PFK block: -17%; Chronic BCR inh: 5%; TCR act: -12%; Eya2 phos inh: -16%; A-T KAP1 phos: 1%; TSHR antagonist: -21; ELG1 DNA repair: 16%; Mito fusion act: 0%; PTAP TSG101 blk: -6%

Results for Cc1ccc(C)c(C(=O)CN2Cc3ccccc3C2=O)c1 ?
ASM inhibitor: 0%; a7 integrin act: -4%; Tb PFK block: -2%; Chronic BCR inh: -4%; TCR act: 4%; Eya2 phos inh: inconclusive; A-T KAP1 phos: -14%; TSHR antagonist: -5; ELG1 DNA repair: 0%; Mito fusion act: -3%; PTAP TSG101 blk: 0%

How did CCOc1ccc(S(=O)(=O)NC2CCCC2)cc1 do in these assays?
ASM inhibitor: 6%; a7 integrin act: 8%; Tb PFK block: -3%; Chronic BCR inh: 0%; TCR act: 7%; Eya2 phos inh: 4%; A-T KAP1 phos: 7%; TSHR antagonist: -26; ELG1 DNA repair: 1%; Mito fusion act: 0%; PTAP TSG101 blk: -2%

How did Oc1ccc(-c2csc(Nc3ncccn3)n2)cc1 do in these assays?
ASM inhibitor: -5%; a7 integrin act: 11%; Tb PFK block: 1%; Chronic BCR inh: inconclusive; TCR act: -22%; Eya2 phos inh: -2%; A-T KAP1 phos: 1%; TSHR antagonist: 24; ELG1 DNA repair: inconclusive; Mito fusion act: 2%; PTAP TSG101 blk: 0%

What do the screens show for `O=C(Nc1cc(Cl)cc(Cl)c1)C(NCCO)c1ccccc1` (configuration not stated)?
ASM inhibitor: 4%; a7 integrin act: -16%; Tb PFK block: -10%; Chronic BCR inh: -1%; TCR act: -3%; Eya2 phos inh: 9%; A-T KAP1 phos: -2%; TSHR antagonist: -8; ELG1 DNA repair: 0%; Mito fusion act: 1%; PTAP TSG101 blk: -3%

Results for Cc1cc(C)cc(NC(=O)Nc2ccc(N3CCCCC3)cc2)c1 ?
ASM inhibitor: 0%; a7 integrin act: -20%; Tb PFK block: 0%; Chronic BCR inh: -3%; TCR act: 0%; Eya2 phos inh: 8%; A-T KAP1 phos: 6%; TSHR antagonist: -7; ELG1 DNA repair: inconclusive; Mito fusion act: 5%; PTAP TSG101 blk: 3%

How did Cc1nc2ccc(S(=O)(=O)NCC(=O)NCc3ccc(Cl)cc3)cc2s1 do in these assays?
ASM inhibitor: -2%; a7 integrin act: -2%; Tb PFK block: -22%; Chronic BCR inh: -9%; TCR act: -3%; Eya2 phos inh: -3%; A-T KAP1 phos: 3%; TSHR antagonist: 10; ELG1 DNA repair: 0%; Mito fusion act: 1%; PTAP TSG101 blk: 5%

How did COc1ccc(/C=C/C(=O)NCC(=O)N/N=C/c2cccnc2)cc1 do in these assays?
ASM inhibitor: -2%; a7 integrin act: 3%; Tb PFK block: 3%; Chronic BCR inh: -7%; TCR act: -1%; Eya2 phos inh: 13%; A-T KAP1 phos: 0%; TSHR antagonist: -10; ELG1 DNA repair: -10%; Mito fusion act: 0%; PTAP TSG101 blk: -3%

What do the screens show for `O=S1(=O)CCOC[C@H](CC2CCCCC2)N1Cc1ccccc1F`?
ASM inhibitor: -6%; a7 integrin act: -14%; Tb PFK block: -1%; Chronic BCR inh: 5%; TCR act: -5%; Eya2 phos inh: -16%; A-T KAP1 phos: 0%; TSHR antagonist: -3; ELG1 DNA repair: -7%; Mito fusion act: -11%; PTAP TSG101 blk: 0%

Compounds were not picked by outcome (roughly 3.2% active in at least one column).
